Screening results (PubChem BioAssay)
KDM5B inh – Primary screen for KDM5B Histone Demethylases FDH-coupled qHTS. actives 2.6% (n = 220,000). KDM5B demethylase, FDH-coupled NADH fluorescence (FDH is formaldehyde dehydrogenase). Potency, µM (top dose mostly 57.7 µM), for inactives: top-dose activity change, negative = inhibition, most hits filed as inhibitors. Lysine-specific demethylase 5B (Homo sapiens), Q9UGL1; active means well fitted inhibition curve with a large enough effect; inconclusive means small, poorly fitted or top-dose-only effect; inactive means no such curve, though single readings can be large or run the other way; further: 0% is about no effect; nearly all actives have a fitted effect of over 70% in size
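Compound dilutions met 200 nM (final) KDM5BΔAP for 10 min at room temperature before substrate addition. The substrate mix held 12.5 µM H3K4me3 with cofactors 25 µM α-ketoglutarate and 50 µM Fe²⁺. NADH signal gain over 30 min defined activity.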
Numbers without * were called inactive; ? = inconclusive; [ ] = remark or other dose. Potency means the concentration at half of the fitted maximal effect. Only part of the results is shown; the hit share may differ from the screen's.

O=C(CN1CCC(c2nc3ccccc3s2)CC1)C12CC3CC(CC(C3)C1)C2
  KDM5B inh = -16.6%
COCCCN(C(=O)c1cc(Cl)nc2ccccc12)c1c(N)n(Cc2ccccc2)c(=O)[nH]c1=O
  KDM5B inh = -1.7%
COc1ccc(C2CC(=O)Nc3c(C(=O)O)cn(-c4ccccc4Cl)c32)c(OC)c1OC (stereo unspecified)
  KDM5B inh = -21.2%
O=C(c1cncn1-c1ccc(F)cc1)N1CCN(S(=O)(=O)c2cc(Cl)ccc2Cl)CC1
  KDM5B inh = 8.6%
O=C(NCCC1=CCCCC1)C1CCN(C(=O)c2ncn3c2COC(c2ccccc2)C3)CC1 (stereo unspecified)
  KDM5B inh = -17.9%
c1nc(N[C@@H]2COCC[C@@H]2OCc2cscn2)c2ccsc2n1
  KDM5B inh = 22.9%
Cc1ccc2[nH]c(CSc3nnc(C)s3)cc(=O)c2c1
  KDM5B inh = 6.6%
O=C(COc1ccc2ccccc2c1)Nc1ccc(Br)cc1C(=O)O
  KDM5B inh = -18.1%
Cn1c(=O)[nH]c(=O)c2c1nc(NCCN1CCOCC1)n2Cc1ccc(F)cc1
  KDM5B inh = 15.3%
COc1ccc2c(CN3CCN(C(=O)C4COc5ccccc5O4)CC3)cc(=O)oc2c1 (stereo unspecified)
  KDM5B inh = -28.1%
CN(C(=O)c1ccccc1)C1c2c(ccc3ccccc23)OCC1CO (stereo unspecified)
  KDM5B inh = -7.6%
NC(=O)[C@@H]1CCCN1C(=O)C1CCN(c2nc(-c3ccccc3)nc3c2CCC3)CC1
  KDM5B inh = 21.4%
Cc1ccccc1NC(=O)[C@H](CSCc1ccccc1)N1Cc2ccccc2C1=O
  KDM5B inh = -9.7%
COc1ccc2c(c1)CCc1sc(NC(=O)c3ccc(Br)cc3)nc1-2
  KDM5B inh = ?
Cc1ccc(C(=O)NCCc2noc(C3CC3)n2)cc1C
  KDM5B inh = 28.0%
COC[C@H]1CCCN1Cc1nc(C2(O)CCN(C3CCCC3)CC2)cs1
  KDM5B inh = -20.5%[86.2 µM]
O=C(CCc1ccccc1)N1CCC2(CC1)N=C(c1cccc(Br)c1)NO2
  KDM5B inh = ?
CCOc1ccccc1CNC(=O)C1CCN(C2=NS(=O)(=O)C(c3ccc(C)c(C)c3)=C2C)CC1
  KDM5B inh = 6.7%
CCOc1ccc(NS(=O)(=O)c2cc(C(=O)NCCCN3CCOCC3)ccc2C)cc1
  KDM5B inh = -5.4%
CCOc1ccc(NC(=O)Cn2c(CCC(=O)O)ccc2-c2ccc(C)cc2)cc1
  KDM5B inh = ?
O=C(O)Cn1ccc2cc(OCc3cccc(-c4ccccc4O)c3)cnc21
  KDM5B inh = ?
c1cc(-c2cc3c(ccn3Cc3ccncc3)c(N3CCOCC3)n2)c2cc[nH]c2c1
  KDM5B inh = 20µM*
Cc1ccc(NC(=O)Cn2c(CCC(=O)O)ccc2-c2ccc(Cl)cc2)cc1
  KDM5B inh = ?
COc1ccccc1NC(=O)Cn1cnc2ccc(S(=O)(=O)N3CCC(C)CC3)cc2c1=O
  KDM5B inh = ?
O=C(NCc1ccnc2[nH]ccc12)C1CCCC1
  KDM5B inh = ?

No new results follow: an excerpt of the list.
COc1ccc2c(c1)CCc1sc(NC(=O)c3ccc(Br)cc3)nc1-2
  KDM5B inh = ?
Cc1ccc(C(=O)NCCc2noc(C3CC3)n2)cc1C
  KDM5B inh = 28.0%
COC[C@H]1CCCN1Cc1nc(C2(O)CCN(C3CCCC3)CC2)cs1
  KDM5B inh = -20.5%[86.2 µM]
O=C(CCc1ccccc1)N1CCC2(CC1)N=C(c1cccc(Br)c1)NO2
  KDM5B inh = ?
CCOc1ccccc1CNC(=O)C1CCN(C2=NS(=O)(=O)C(c3ccc(C)c(C)c3)=C2C)CC1
  KDM5B inh = 6.7%
CCOc1ccc(NS(=O)(=O)c2cc(C(=O)NCCCN3CCOCC3)ccc2C)cc1
  KDM5B inh = -5.4%
CCOc1ccc(NC(=O)Cn2c(CCC(=O)O)ccc2-c2ccc(C)cc2)cc1
  KDM5B inh = ?
O=C(O)Cn1ccc2cc(OCc3cccc(-c4ccccc4O)c3)cnc21
  KDM5B inh = ?
c1cc(-c2cc3c(ccn3Cc3ccncc3)c(N3CCOCC3)n2)c2cc[nH]c2c1
  KDM5B inh = 20µM*
Cc1ccc(NC(=O)Cn2c(CCC(=O)O)ccc2-c2ccc(Cl)cc2)cc1
  KDM5B inh = ?
COc1ccccc1NC(=O)Cn1cnc2ccc(S(=O)(=O)N3CCC(C)CC3)cc2c1=O
  KDM5B inh = ?
O=C(NCc1ccnc2[nH]ccc12)C1CCCC1
  KDM5B inh = ?

Following part
COc1ccc(-n2nc(C3CCCN(C(=O)Nc4ccc(Cl)cc4)C3)[nH]c2=O)cc1 (stereo unspecified)
  KDM5B inh = -8.0%
NC(=O)NC(=O)CSc1nnc(-c2ccccc2)c(-c2ccccc2)n1
  KDM5B inh = 9.3%
CN(C)c1ccc(CN(CC2CCCO2)C(=O)c2ccc(Br)cc2)cc1 (stereo unspecified)
  KDM5B inh = -3.6%
CCn1nc(C)c2c(-c3ccccc3)cc(=O)n(C(C)C(=O)NCc3cccc(OC)c3)c21 (stereo unspecified)
  KDM5B inh = ?
Cc1nnn2c(C(=O)Nc3ccc(Cl)cc3Cl)cccc12
  KDM5B inh = ?
COCCN1C(=O)[C@H]2CN(Cc3ccc(C)cc3)C[C@H]2C1=O
  KDM5B inh = -16.3%
Nc1cc(C(=O)OCC(=O)c2ccc(CC(=O)N3CCOCC3)s2)ccc1Cl
  KDM5B inh = -6.4%
CC(=O)NNC(=S)NC1CC2CCC1C2 (stereo unspecified)
  KDM5B inh = 9.5%
Cc1cccc(C)c1NC(=O)N1CCC(OC2CCN(Cc3ccccc3)CC2)CC1
  KDM5B inh = 4.6%
COc1ccc(CCNC(=O)Cn2cc(S(=O)(=O)Cc3ccccc3F)c3ccccc32)cc1OC
  KDM5B inh = -12.8%
Cc1cc(-c2nc(-c3ccc(C(C)(C)C)cc3)no2)no1
  KDM5B inh = 30.1%
CCNC(=O)C1CCN(c2nc3ccccc3nc2C(F)(F)F)CC1
  KDM5B inh = 1.5%
CN(CC1CCOC1)S(=O)(=O)c1ccc2c(c1)CCC2 (stereo unspecified)
  KDM5B inh = -1.8%
CC(C)(C)c1ccc(C(=O)N2CCN(C(=O)c3nnn4c3COC(c3ccc(F)cc3)C4)CC2)cc1 (stereo unspecified)
  KDM5B inh = 16.9%
CCOC(=O)C(CC(=O)O)=C(c1ccccc1)c1ccccc1
  KDM5B inh = 26.2%
Cc1cc(C)c2[nH]c(C(=O)NCc3ccc(C(=O)N(C)C)o3)c(C)c2c1
  KDM5B inh = ?
COc1ccc(OC)c(CNC(=O)c2ccc(Sc3ccc(Cl)cc3)c(NC(C)=O)c2)c1
  KDM5B inh = ?
CCOC(=O)c1ccc(NC(=O)CSc2nccn2-c2cc(C)cc(C)c2)cc1
  KDM5B inh = 2.1%
COC(=O)c1c(-c2cccs2)csc1NC(=O)c1ccc(OC)c(OC)c1
  KDM5B inh = ?
COc1ccc(CCN2Cc3cc(NC(=O)c4ccccc4)ccc3OCC2=O)cc1
  KDM5B inh = 9.9%
COc1ccc(C(C)C)cc1C1c2nc[nH]c2CCN1Cc1nc[nH]c1C (stereo unspecified)
  KDM5B inh = -25.2%
COc1ccc(CNC(=O)c2cc(=O)[nH]c3ccc(S(=O)(=O)N4CCCC4)cc23)c(OC)c1
  KDM5B inh = 5.1%
COc1ccc(-c2nc(CSCC(=O)NC3CCC(C)CC3)co2)cc1 (stereo unspecified)
  KDM5B inh = 2.8%
O=C(CN1CCCCC1)Nc1oc2ccccc2c(=O)c1-c1ccc(Cl)cc1
  KDM5B inh = -25.4%
NC(=O)COC[C@@H]1CN(C2CCSCC2)C[C@H]1c1ccncc1
  KDM5B inh = ?

Cc1noc(C)c1CC(=O)N[C@@H]1CN(c2ccncn2)C[C@H]1CN(C)C
  KDM5B inh = -5.6%
Cc1ccc(S(=O)(=O)CC(=O)Nc2cc(C(C)(C)C)no2)cc1
  KDM5B inh = -12.3%
CCOc1ccc(NC(=O)CCn2c(=O)c3cccn3c3cccnc32)cc1
  KDM5B inh = -12.7%
Cc1noc(C)c1[S+](=O)([O-])N1CCC2(C1)N=C(c1cccnc1)C(=O)N2 (stereo unspecified)
  KDM5B inh = -1.7%
Cc1ccccc1OCC(=O)OCn1nnc2ccccc2c1=O
  KDM5B inh = 72.4%[activator]
Cc1ccc(N2CCC(NC(=O)c3cccc(Br)c3)C2=O)cc1 (stereo unspecified)
  KDM5B inh = -7.8%
CCCCN1C(=O)C2(CC(=O)Nc3c2cnn3-c2ccc(C)c(C)c2)c2ccccc21 (stereo unspecified)
  KDM5B inh = -10.0%
Cc1ccc(-c2noc(-c3ccccc3OCC(=O)Nc3ccccc3[N+](=O)[O-])n2)cc1
  KDM5B inh = -6.9%
C[S+](=O)([O-])c1ccc(-c2cc(C(=O)N3CCCC3)nn3cccc23)cc1
  KDM5B inh = 4.3%[115 µM]
Cc1cccc(NC(=O)c2oc3ccccc3c2NC(=O)Cc2coc3ccc(C(C)C)cc23)c1
  KDM5B inh = -11.9%
O=C(Cc1cccc2cccnc12)NCc1ccccc1
  KDM5B inh = 12.7%
COc1cccc(C(=O)Nc2ccc3oc(-c4ccccc4)cc(=O)c3c2)c1
  KDM5B inh = 15.0%
O=C(c1ccoc1)N1CCC(Nc2cccnc2)C1 (stereo unspecified)
  KDM5B inh = 12.6µM*
COc1ccc(CCC(=O)N2CC[C@H]3C(=O)NCCCCCCN(Cc4ccncc4)[C@@H]3C2)cc1
  KDM5B inh = ?
COc1cc2c(cc1OC)C(COc1ccc(C(C)C)cc1)N(C(=O)c1ccc(S(=O)(=O)N3CCCC3)cc1)CC2 (stereo unspecified)
  KDM5B inh = -9.5%
COc1ccc(CC(=O)N[C@@H]2CN(C)C[C@H]2CN(C)C)cc1Cl
  KDM5B inh = 3.2%
CCCc1c(C)nc2ncnn2c1Nc1cc(C)cc(C)c1
  KDM5B inh = 27.1%
Nc1nc(C2CC(O)C2)cc(N2CC(N3CCOCC3)C2)n1 (stereo unspecified)
  KDM5B inh = -11.1%
CCC(CO)NC(=O)C(=O)Nc1c2c(nn1-c1ccc(F)cc1)CSC2 (stereo unspecified)
  KDM5B inh = ?
CC(Sc1nnc(-c2ccco2)n1C)C(=O)N1CCc2ccccc2C1 (stereo unspecified)
  KDM5B inh = -10.7%
Cc1ccc(-n2c(=O)c3c(cnn3C)n(CC(=O)Nc3ccccc3C)c2=O)cc1
  KDM5B inh = -10.1%
C[C@H](NC(=O)C1CC(=O)N(c2ccc(F)cc2)C1)C(=O)NCCc1c[nH]c2ccccc12 (stereo partly specified)
  KDM5B inh = -8.0%
O=C(Nc1ccccc1)c1cc2n(n1)CC(c1ccc3c(c1)OCO3)OC2 (stereo unspecified)
  KDM5B inh = ?
COc1ccc2c(c1)c(C(C(=O)O)N1CCN(Cc3ccccc3)CC1)cn2CCC(=O)O (stereo unspecified)
  KDM5B inh = -13.8%
Cc1ccc(CN(C(=O)COc2ccc(C(C)(C)C)cc2)C2CCS(=O)(=O)C2)o1 (stereo unspecified)
  KDM5B inh = ?

CCn1nc(C(=O)OCC(=O)Nc2ncc(Cl)c(C)c2Cl)c2ccccc2c1=O
  KDM5B inh = -9.1%
CCc1cccc(NC(=O)C2CCN(S(=O)(=O)c3cccc(-c4noc(C)n4)c3)CC2)c1
  KDM5B inh = -17.0%
O=C(O)CSCc1ccsc1
  KDM5B inh = 14.2%
CCN1CCN(C(=O)c2cc(-c3ccc(OC)cc3)nc3ccccc23)CC1
  KDM5B inh = ?
COCCNC(=O)[C@@H]1CCC[C@@H](N(C)C)CN(C)C(=O)C1
  KDM5B inh = -6.7%[86.2 µM]
CCN(CC)CCNC(=O)C(Oc1ccccc1)Oc1ccccc1
  KDM5B inh = -24.8%
CCOc1ccc(NC(=O)Cn2nnc3sc4c(c3c2=O)CC(C)(CC)OC4)cc1 (stereo unspecified)
  KDM5B inh = 10.2%
O=C(c1cccc(OC(F)F)c1)N1CCn2nc(C(O)C3CC3)cc2C1 (stereo unspecified)
  KDM5B inh = -3.7%
CCOc1cccc(CNC(=O)[C@H]2CCC[C@H]2NC(=O)c2cnc(C)cn2)c1
  KDM5B inh = -16.3%
Cc1cc2c(-c3ccc(S(C)(=O)=O)cc3)nc(-c3c(C)noc3C)cc2[nH]1
  KDM5B inh = 35.5µM*
Cc1ccc(C)c(NC(=O)C(Sc2ccc(S(=O)(=O)N3CCOCC3)cn2)c2ccccc2)c1 (stereo unspecified)
  KDM5B inh = -13.7%
S=c1[nH]nc(-c2cc(-c3ccsc3)n[nH]2)n1-c1ccccc1
  KDM5B inh = -3.3%
COCCn1c(SCC(C#N)CCC#N)nnc1-c1ccc(Cl)cc1 (stereo unspecified)
  KDM5B inh = 19.6%
O=C(NC[C@H]1O[C@@H](CO)[C@@H](O)[C@H]1N1CCN(c2ccc(F)cc2)CC1)c1ccc(F)c(Cl)c1
  KDM5B inh = ?
COc1ccc(/C=C/C(=O)NC(=S)Nc2ccccc2)cc1OC
  KDM5B inh = 3.6%
O=C(CN1CCN(C(=O)c2ccc(OCC(F)(F)F)nc2)CC1)Nc1ccccc1Cl
  KDM5B inh = 0.1%
Cc1cc(NC(=O)CCC(=O)N(CC(=O)NCC2CCCO2)c2ccc(Cl)c(Cl)c2)no1 (stereo unspecified)
  KDM5B inh = 16.6%
CCn1cc(CNC(=O)c2cc(-c3cccc(C)c3)nc3ccccc23)cn1
  KDM5B inh = ?
CC(C)CCN1CCOc2cc(C(=O)NCc3ccccc3)ccc2C1
  KDM5B inh = -12.1%[86.2 µM]
